GPR151 ag – human GPR151 activation; Q8TDV0; PathHunter beta-arrestin GPR151 cells, luminescence; activation, % at 11.2 µM; 1% of 650,000 active; in the data active = activation above about 4.9%;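 note: 0% = median of compound wells and 100% = cells with positive control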
FBW7 activator – activators of human E3 ligase FBW7; Q969H0; AID 1259310; 0.13% of 650,000 active; AlphaScreen FBW7–phospho-cyclin E peptide binding, activator screen; normalized activity (activation), % at 26.1 µM; in the data active = normalized activity above about 1.9%;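 note: purified mutant Fbw7 with reduced substrate affinity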
Target sequence (Q969H0 whole entry, looked up): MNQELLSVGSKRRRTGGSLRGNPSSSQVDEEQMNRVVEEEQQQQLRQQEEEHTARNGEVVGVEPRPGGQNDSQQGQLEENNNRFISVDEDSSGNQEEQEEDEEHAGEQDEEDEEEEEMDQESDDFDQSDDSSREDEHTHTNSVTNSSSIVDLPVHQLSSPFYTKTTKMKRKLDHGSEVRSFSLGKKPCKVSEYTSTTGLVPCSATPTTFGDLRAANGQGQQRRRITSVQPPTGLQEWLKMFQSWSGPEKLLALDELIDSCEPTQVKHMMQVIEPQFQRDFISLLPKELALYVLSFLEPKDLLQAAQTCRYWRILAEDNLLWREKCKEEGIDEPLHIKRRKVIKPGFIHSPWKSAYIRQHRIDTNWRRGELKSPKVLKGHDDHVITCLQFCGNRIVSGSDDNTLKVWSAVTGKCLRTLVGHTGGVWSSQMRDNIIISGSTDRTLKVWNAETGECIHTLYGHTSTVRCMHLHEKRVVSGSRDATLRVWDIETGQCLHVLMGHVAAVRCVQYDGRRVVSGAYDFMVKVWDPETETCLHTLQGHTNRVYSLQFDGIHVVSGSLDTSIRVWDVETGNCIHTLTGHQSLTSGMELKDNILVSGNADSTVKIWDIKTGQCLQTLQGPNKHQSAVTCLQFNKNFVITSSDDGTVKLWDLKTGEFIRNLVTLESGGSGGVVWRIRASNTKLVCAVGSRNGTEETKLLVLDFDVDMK
TEAD-YAP block – TEAD-YAP interaction inhibition | inhibition, % at 9.12 µM | 1.4% of 640,000 active | AID 1259422 | HEK-TIYL cells, TEAD-Gal4/YAP UAS-luciferase luminescence; in the data active = inhibition above about 32%;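 note: 0% = median of test compound wells and 100% = reference inhibitor wells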
MITF inh – inhibitors of human MITF | inhibition, % at 2.6 µM | 0.91% of 650,000 active | O75030 | AlphaScreen MITF homodimerization, bead proximity signal; in the data active = inhibition above about 50%;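 note: 0% = vehicle wells with protein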
Active calls of the source: *.

SMILES	GPR151 ag	TEAD-YAP block	FBW7 activator	MITF inh
O=C(Nc1ccc(-c2cscn2)cc1)C1CCCN(Cc2ccc3c(c2)CCO3)C1 (stereo not given)	-0.6	10.9	-0.1	5.6
O=c1c2c3c(sc2ncn1Cc1cccc(F)c1)CC(NCCc1ccccn1)CC3 (stereo not given)	1.0	-8.6	-0.5	6.3
CCOc1ccc(-c2[nH]ncc2CNCc2cccs2)cc1Cl	-1.0	-0.8	0.2	-10.0
COc1ccc(N(CC(=O)NCc2ccc(C)cc2)S(=O)(=O)c2ccc(OC)c(OC)c2)cc1	0.1	11.5	0.1	-8.3
Cc1ccc(NS(=O)(=O)c2ccc(CCC(=O)NC3CC3)cc2)cc1	-0.1	-1.9	0.3	4.3
COc1ccc(C2C(C(=O)OCC3CCCO3)=C(C)NC3=C2C(=O)CC(c2cccs2)C3)cc1OC (stereo not given)	-0.1	-0.9	0.0	-2.0
CC1(C)CC(N2C(=O)OC(C)(C)C2(C)O)CC(C)(C)N1 (stereo not given)	-0.9	-5.1	0.0	-0.7
Cn1c(SCC(=O)c2ccc(Cl)cc2)nnc1C1CC1	0.1	-16.6	0.0	-0.1
Cc1ccc(C(=O)c2nocc2C(=O)c2ccc(Cl)cc2)cc1	1.2	4.0	0.1	-13.5
CCCN(CCC)C(=O)/C=C\C(=O)O	0.2	2.5	0.0	-5.8

(next part)
SMILES	GPR151 ag	TEAD-YAP block	FBW7 activator	MITF inh
COc1cc(NC(=O)c2c(C)nc3cc(C)ccn23)cc(OC)c1OC	0.0	1.7	0.1	29.4
O=C(Cc1ccccc1)Nc1sc2c(c1C(=O)Nc1cccc(Cl)c1)CCCCC2	1.2	-2.2	-0.1	-17.1
CCS(=O)(=O)N1CCN(Cc2ccccc2Cl)CC1	-1.3	-3.1	-0.1	32.1
Cc1ccc2occ(CN3CCC4(CC3)CC4C(=O)Nc3ccc(F)c(F)c3)c(=O)c2c1 (stereo not given)	0.2	-5.5	-0.1	73.7*
CCN(CC)C(=O)CN1C(=O)N(c2cc(Cl)ccc2C)S(=O)(=O)c2ccccc21	4.5	-2.2	0.0	-1.1
O=C(CCN1C(=O)c2ccccc2C1=O)Oc1ccc([N+](=O)[O-])cc1	-0.9	1.0	-0.1	0.7
CCC(CC)CN1CCc2c(C(=O)OC)c(OCCN3CCCC3=O)cc(=O)n2CC1	-0.3	-29.8	0.0	-1.6
Cc1ccc(-n2nc3c(c2NC(=O)c2ccc(C)c(C)c2)CS(=O)(=O)C3)c(C)c1	1.2	-2.6	0.6	15.2
Cc1ccc(-c2nc3scc(CCNC(=O)Cc4ccccc4)n3n2)cc1	-1.8	3.8	0.0	2.8
O=C(NC1CC1)c1cc(-c2ccccc2)nc2ccccc12	2.7	2.8	-0.1	-10.7

The results go on.
SMILES	GPR151 ag	TEAD-YAP block	FBW7 activator	MITF inh
COc1cc(C(=O)NCc2nnc(SCC(=O)Nc3nccs3)n2-c2cccc(C)c2)cc(OC)c1OC	0.1	5.2	0.0	20.3
CCC(=O)NNC(=O)CSc1nnc(-c2ccccc2)c(-c2ccccc2)n1	0.0	0.9	0.2	7.5
COc1nn(C)cc1C(=O)Nc1ccc(C(=O)NC23CC4CC(CC(C4)C2)C3)cc1	-1.1	4.1	0.6	18.6
COc1cccc(C(c2ccccn2)N(C)C(=O)C2CCN(S(=O)(=O)C(C)C)CC2)c1 (stereo not given)	-1.0	0.3	-0.3	7.4
CC(=O)NCCc1cc2ccc(C)cc2[nH]c1=O	-0.1	-4.9	0.3	15.4
COc1cc(-c2cn3c(NC(=O)c4ccco4)c(C)nc3cn2)cc(OC)c1OC	-0.5	-5.6	0.1	7.1
COCCCNC(=O)/C(C#N)=C/c1c(Oc2ccc(C)cc2)nc2ccccn2c1=O	-5.9	10.3	0.0	10.2
CCOc1ccc(S(=O)(=O)Nc2cc3c(C(=O)OC)c(C)oc3c3ccccc23)cc1	1.8	63.1*	0.0	-1.9
CCC1(CC)NC(=O)N(Cc2nc3ccccc3s2)C1=O	-0.9	4.5	0.4	16.4
Cc1sc2ncn(CC(=O)N3CCN(c4cccc(Cl)c4)CC3)c(=O)c2c1S(=O)(=O)N1CCOCC1	0.0	14.9	0.0	-1.7

Whole records, quoted from the list:
COc1nn(C)cc1C(=O)Nc1ccc(C(=O)NC23CC4CC(CC(C4)C2)C3)cc1 is listed with GPR151 ag = -1.1; TEAD-YAP block = 4.1; FBW7 activator = 0.6; MITF inh = 18.6
CCOc1ccc(S(=O)(=O)Nc2cc3c(C(=O)OC)c(C)oc3c3ccccc23)cc1 is listed with GPR151 ag = 1.8; TEAD-YAP block = 63.1*; FBW7 activator = 0.0; MITF inh = -1.9

Following part
SMILES	GPR151 ag	TEAD-YAP block	FBW7 activator	MITF inh
CCCOc1ccc(-c2csc(NC(=O)c3ccc(S(=O)(=O)N4CCOCC4)cc3)n2)cc1	-1.0	-5.6	-0.1	5.2
CCOC(=O)CSc1nnc2n(Cc3ccccc3)c(=O)c3c(n12)-c1ccccc1CC31CCCC1	-0.1	-3.5	-0.1	0.7
COc1ccc(CN2CCC(C(N)=O)CC2)c(OC)c1	0.8	-1.8	-0.1	22.6
CC(=O)Nc1ccc(N2C(=O)c3ccc([N+](=O)[O-])cc3C2=O)cc1	-0.9	-0.7	0.2	17.4
Cc1ccc(C(=O)COC(=O)CCC(=O)N(c2ccccc2)c2ccccc2)cc1	0.1	-3.7	0.1	1.7
Nc1ncnc2nc(N3CCN(c4ccccn4)CC3)[nH]c12	0.3	-1.5	-0.1	5.3
COc1ccc(OC)c(NC(=O)CSc2ncnc3c2nnn3-c2ccc(F)cc2)c1	-0.3	1.1	-0.1	2.1
O=C1CCC(CCNCc2ccc(Cl)cc2)N1CCCN1CCOCC1 (stereo not given)	0.9	4.8	-0.1	-1.3
O=c1c(NC2CCCCCCC2)c(-c2ccccc2)c1=O	1.6	-10.6	0.4	4.1
COc1ccc(N2C(=O)NC(=O)/C(=C\c3cc(OC)c(O)c(OC)c3)C2=O)cc1	-0.4	7.2	2.1*	2.5

More entries:
SMILES	GPR151 ag	TEAD-YAP block	FBW7 activator	MITF inh
Cc1ccc(CN2C(=O)CSc3ccc(C(=O)NC(C)c4ccccc4)cc32)cc1 (stereo not given)	0.1	-7.0	0.4	-12.6
O=C(COc1ccc2ccccc2c1)NS(=O)(=O)c1ccccc1	-1.1	1.0	-0.1	14.6
CC(Sc1nc(-c2ccccc2)cc(=O)[nH]1)C(=O)O (stereo not given)	0.1	-10.2	0.0	6.7
Cc1ccc(C2Nc3ccccc3NC3=C2C(=O)CC(c2ccc(Cl)cc2)C3)cc1 (stereo not given)	-1.2	1.0	0.0	12.3
COc1ccc(/C=C2/C(=O)N(C)C(=S)N2C)c(OC)c1	0.5	1.6	0.3	5.9
COc1ccc(N=c2scc(-c3ccc4c(c3)OCO4)n2CCO)cc1	0.2	-21.3	0.3	25.0
NC(=O)c1c(NC(=O)CS(=O)(=O)c2ccccc2)sc2c1CCCC2	-0.6	-35.9	0.2	27.6
CCOC(=O)C1=NNC2C(=O)N(c3ccccc3OC)C(=O)C12 (stereo not given)	0.6	-3.7	0.0	-5.2
COc1ccc(CN2CCc3c(C(=O)NCCC(C)C)c(OC)cc(=O)n3CC2)cc1	1.0	11.6	0.4	-2.2
COc1ccc(NC(=S)NC(=O)c2ccccc2)c(OC)c1	-0.4	-26.6	-0.1	15.9

Next part.
SMILES	GPR151 ag	TEAD-YAP block	FBW7 activator	MITF inh
CCCNC(=O)c1csc(-c2c(C)nn(C)c2C)n1	5.2*	-4.8	0.0	27.0
COc1ccc(-c2csc3ncn(CC(C)=O)c(=O)c23)cc1	-0.8	2.9	-0.1	10.0
CN(C(=O)C1CCC1)c1nnc(-c2cccnc2)s1	0.2	-68.1	0.5	23.8
N#CCSc1ccccc1NC(=O)CN1C(=O)C2CC=CCC2C1=O (stereo not given)	-0.6	23.6	0.1	8.0
COc1cc(S(=O)(=O)n2cnc3ccccc32)ccc1Br	-1.5	-1.4	-0.2	-3.9
Cc1cc(OCCOCCNC(C)C)ccc1C(C)C	0.5	-5.0	0.4	38.2
COC(=O)c1ccc(OCC(=O)Nc2ccc(C(C)=O)cc2)cc1	-0.3	5.7	-0.1	-4.4
CCCn1c2ccccc2c2nnc(SCc3ccccc3Cl)nc21	-0.1	8.9	0.0	-0.9
CCC(CC)C(=O)Nc1cccc(C(=O)N2CCCC2)c1	5.7*	-0.2	-0.1	11.5
CC(C)c1ccccc1NC(=O)c1ccccc1N	-0.4	-3.5	0.1	12.9

(list continues)
SMILES	GPR151 ag	TEAD-YAP block	FBW7 activator	MITF inh
Cc1c(C(=O)O)oc2c1C(=O)CC(C)(C)C2	0.3	-5.0	-0.3	14.2
CCOC(=O)c1nn(-c2ccc(C)cc2)c(=O)c2c(NC(=O)c3ccco3)scc12	-0.2	1.3	0.0	-1.8
O=C(COc1ccccc1)Nc1ccc(S(=O)(=O)NCc2ccccc2)cc1	1.0	7.4	-0.1	-9.5
Cc1ccccc1-c1nc(-c2ccc(Cl)cc2)no1	5.1*	-11.4	0.1	0.6
O=C(c1ccc2c(c1)OCO2)N1CCN(c2ccc(-c3ccncc3)nn2)CC1	2.8	0.8	-0.4	-19.5
O=C(CCc1nnc(CCCc2ccccc2)o1)NCC1CCCO1 (stereo not given)	0.1	-0.9	-0.1	8.9
CC(=O)c1ccc(NC(=O)CSc2nnc3n(N)cnn23)cc1	0.1	-4.6	0.0	-11.0
C/C(=N\N=C(N)N)c1cccc([N+](=O)[O-])c1	-0.2	7.0	-0.2	-6.0
CC(=O)N=c1sccn1CC(=O)c1ccc(O)cc1	0.7	5.8	0.2	14.5
CCCCOc1nc(OCCCC)nc(N2CCOCC2)n1	-0.1	6.6	0.4	7.9

In a second layout: entries from further up.
Order of results – GPR151 ag | TEAD-YAP block | FBW7 activator | MITF inh
N#CCSc1ccccc1NC(=O)CN1C(=O)C2CC=CCC2C1=O (stereo not given)
    -0.6 | 23.6 | 0.1 | 8.0
CCCCOc1nc(OCCCC)nc(N2CCOCC2)n1
    -0.1 | 6.6 | 0.4 | 7.9
CC(=O)c1ccc(NC(=O)CSc2nnc3n(N)cnn23)cc1
    0.1 | -4.6 | 0.0 | -11.0
Cc1ccccc1-c1nc(-c2ccc(Cl)cc2)no1
    5.1* | -11.4 | 0.1 | 0.6

Next records.
SMILES	GPR151 ag	TEAD-YAP block	FBW7 activator	MITF inh
CN(Cc1ccccc1)S(=O)(=O)c1ccc(Cl)c(C(=O)O)c1	0.6	-1.3	0.0	11.7
CSCCC(NC(=O)c1ccccc1)C(=O)OCC(=O)Nc1ccccc1C#N (stereo not given)	2.8	4.7	0.0	5.6
CCOC(=O)c1ccc(NC(=O)C2C(=O)NC3(C)CC2c2ccccc2O3)cc1 (stereo not given)	-1.0	4.8	0.1	10.8
O=C(O)CCC(=O)Nc1ccc2c(c1)C(=O)NC2=O	-1.2	-0.6	-0.1	8.2
O=C(Nc1ccccc1I)c1cccc([N+](=O)[O-])c1C(=O)O	0.6	4.1	-0.2	8.2
COc1cc(NC(=O)NCC2CC(=O)N(c3ccc(Cl)cc3)C2)cc(OC)c1 (stereo not given)	-0.8	3.9	0.1	9.4
CC(=O)c1cccc(NC(=O)C(Cc2ccccc2)N2C(=O)C3C4CCC(C4)C3C2=O)c1 (stereo not given)	-0.1	8.9	0.7	7.5
COc1ccc(CCNC(=O)C2CC2)cc1	0.8	12.5	0.1	6.3
CCOc1cc(CN2CCN(Cc3cc(OC)ccc3OC)CC2)ccc1OC	0.6	5.4	0.0	57.7*
CCOC(=O)C1CCCN(C(=O)Cn2ncc3cccn3c2=O)C1 (stereo not given)	1.3	1.6	0.1	10.3

More entries
SMILES	GPR151 ag	TEAD-YAP block	FBW7 activator	MITF inh
Cc1occc1C(=O)Nc1ccc(Br)cc1F	-1.9	-49.1	0.1	5.5
CCCCn1c(=O)n(CC(=O)NCc2ccc(C)cc2)c(=O)c2c1nc(CO)n2CCC	0.9	6.1	-0.2	0.5
NC(c1ccncc1)c1ccc(Cl)cc1 (stereo not given)	-0.8	-1.3	0.0	0.8
Cc1ccnc(S(=O)(=O)Cc2ccc([N+](=O)[O-])cc2)n1	4.4	15.0	0.1	0.9
CCC(=O)Nc1cccc(NC(=O)CSc2nc3cccnc3n2-c2ccc(F)cc2)c1	-0.9	0.5	-0.1	5.2
COc1cc(NC(=O)c2ccc3nc(Nc4cccnc4)sc3c2)cc(OC)c1OC	0.3	-7.8	-0.1	10.3
Cc1cc(/C=C\c2ccccc2)c(C#N)c(=S)[nH]1	-1.7	1.1	-0.2	7.1
CCOc1cccc(C(=O)Nc2ccc(NC(=O)CC)cc2)c1	-0.5	-7.9	0.3	5.0
Cc1cc(C)cc(CC2CC(=O)N(CC(=O)O)C2=O)c1 (stereo not given)	0.7	-2.1	0.0	-5.0
O=C1CCc2cc(NC(=O)NC3CCCCC3)ccc2N1	0.0	-4.8	0.1	-15.7

(listing goes on)
SMILES	GPR151 ag	TEAD-YAP block	FBW7 activator	MITF inh
N#CC1=C(N)C(C#N)(C#N)[C@@H](c2ccccc2C(F)(F)F)[C@@H]2CCCC=C12	-0.2	4.2	0.2	3.6
COc1cc(Nc2cccc(C(=O)NCCc3ccc(O)cc3)c2)cc(OC)c1OC	2.5	-2.3	-0.1	4.2
COCCCNC(=O)c1c(C)nc2ccccn12	0.1	-14.7	0.5	9.4
O=C(N[C@H]1C[C@H]2C(=O)N[C@H](Cc3ccccc3)C(=O)N2C1)c1cccc(Cl)c1	0.4	-3.0	-0.2	1.9
O=C(CSc1ccccc1C(=O)O)Nc1ccnc2ccccc12	2.5	-9.8	0.0	16.7
